# S1P4 antagonist: blocks the human S1P4 receptor; O95977; S1P4-expressing cells, antagonist mode, reporter read-out; inhibition, % at 4.98 µM; hit rate 0.26% among 220,000; AID 1510; in the data active = inhibition above about 29%;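 note: 0% = wells stimulated with agonist and 100% = vehicle wells without agonist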
# NPY-Y1 PAM-ag: potentiators or agonists of human neuropeptide Y receptor Y1 | NPY-Y1 expressing cells, potentiator/agonist activation | hit rate 0.37% among 220,000 | activation, % at 3.6 µM | P25929; in the data active = activation above about 33%, passing the limit was not always enough;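 note: cells stimulated with NPY at EC10 then isoproterenol at EC100; 0% = low agonist plus stimulus and 100% = saturating agonist plus stimulus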
# Target sequence (P25929 whole entry, looked up): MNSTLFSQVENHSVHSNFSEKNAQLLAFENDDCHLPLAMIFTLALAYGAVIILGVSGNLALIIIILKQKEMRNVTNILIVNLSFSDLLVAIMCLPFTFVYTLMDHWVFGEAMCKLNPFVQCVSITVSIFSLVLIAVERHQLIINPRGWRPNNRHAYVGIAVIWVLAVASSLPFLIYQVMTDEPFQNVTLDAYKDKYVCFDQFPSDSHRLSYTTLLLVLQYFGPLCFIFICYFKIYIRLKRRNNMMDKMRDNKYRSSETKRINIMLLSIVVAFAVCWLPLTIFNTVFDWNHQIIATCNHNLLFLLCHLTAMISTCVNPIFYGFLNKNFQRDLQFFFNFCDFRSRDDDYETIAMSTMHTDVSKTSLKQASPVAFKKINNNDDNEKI
# NPY-Y1 antag: NPY-Y1 (human) receptor antagonism | hit rate 1% among 200,000 | AID 1040 | HEK293-CNG Y1 cells, membrane potential fluorescence; NPY at EC95, then isoproterenol | inhibition, % at 3.6 µM;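 active = inhibition above the campaign mean inhibition of all tested compounds plus 3 SD, cut at about 20% in these data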;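 note: 0% = DMSO wells given NPY plus isoproterenol and 100% = isoproterenol alone without NPY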
#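 material = HEK293 cells with Y1 receptor plus CNG channel | also added = NPY 25 nM then isoproterenol 1 µM plus Ro 20-1724 25 µM | schedule = dye 3 h, compound 60 min room temperature, stimulation 45 min | measured by = membrane potential fluorescence | benchmarks = high control isoproterenol alone, low control NPY with isoproterenol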
# EP2 modulator: EP2 receptor (human) modulation; P43116; EP2-expressing cells, cAMP HTRF FRET, PGE2 co-stimulation; induction, % at 25 µM; hit rate 0.83% among 260,000;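 active = compounds whose cAMP rise, as percent of the full-agonist control response, exceeds 60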;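 note: rat C6 glioma line stably carrying human EP2 under a CMV promoter; the protocol text gives 20 µM as final concentration; 100% = response of wells given 1 µM PGE2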
# NPY-Y2 PAM-ag: potentiators or agonists of human neuropeptide Y receptor Y2. cells expressing NPY-Y2, potentiator/agonist read-out. activation, % at 3.6 µM. hit rate 0.45% among 220,000; in the data active = activation above about 27%;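 note: cells stimulated with NPY near EC25 plus isoproterenol at EC100; 0% = vehicle plus submaximal agonist and 100% = vehicle plus saturating agonist; some results beyond the cut were filed as inactive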
# Target sequence (P49146 whole entry, looked up): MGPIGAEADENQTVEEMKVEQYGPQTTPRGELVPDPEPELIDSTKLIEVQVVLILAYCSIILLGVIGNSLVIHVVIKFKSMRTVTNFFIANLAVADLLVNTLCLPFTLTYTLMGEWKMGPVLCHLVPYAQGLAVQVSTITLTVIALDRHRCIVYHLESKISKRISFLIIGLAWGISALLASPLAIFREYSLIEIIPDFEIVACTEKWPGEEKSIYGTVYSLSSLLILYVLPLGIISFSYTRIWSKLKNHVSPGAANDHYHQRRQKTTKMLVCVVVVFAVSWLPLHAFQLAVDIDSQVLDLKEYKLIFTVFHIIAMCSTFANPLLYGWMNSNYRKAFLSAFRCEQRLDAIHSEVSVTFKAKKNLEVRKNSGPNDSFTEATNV
# EP2 antag: blocks the human prostaglandin E2 receptor EP2. P43116. C6 glioma cells expressing human EP2, cAMP TR-FRET; cells stimulated with saturating PGE2. inhibition, % at 25 µM. hit rate 0.52% among 260,000;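 active = percent inhibition above 40 after rounding to a whole number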;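 note: rat C6 glioma host cells with rolipram phosphodiesterase inhibitor present; the protocol text gives 20 µM as final concentration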
# eIF4E-4G inh: blocks eIF4E binding to eIF4G; P63073+Q04637; TR-FRET eIF4E-eIF4GI(517-606) binding, 2 h; inhibition, % at 21.7 µM; hit rate 0.37% among 220,000; AID 782;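 active = inhibition above about 30%, limit read from the data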;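 note: 0% = full FRET control wells and 100% = background wells lacking eIF4GI fragment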
# S1P4 agonist: activates the human S1P4 receptor; activation, % at 4.98 µM; O95977; hit rate 0.35% among 220,000; S1P4-expressing cell line, agonist reporter assay; in the data active = activation above about 11%;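 note: 0% = DMSO vehicle and 100% = reference agonist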
# p97 inhibitor: inhibitors of human p97 ATPase; inhibition, % at 8 µM; P55072; recombinant p97 ATPase, Kinase-Glo ATP luminescence, 3 h; hit rate 0.42% among 220,000; in the data active = inhibition above about 15%;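 note: 0% = DMSO vehicle and 100% = wells lacking enzyme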
# Numbers without * were called inactive; · = not tested or not shown; [ ] = dose if it differs, or a comment.
no.	SMILES	S1P4 antagonist	NPY-Y1 PAM-ag	NPY-Y1 antag	EP2 modulator	NPY-Y2 PAM-ag
1	CCCCC1(CCCC)NC(=S)N(Nc2ccc(C)cc2)C1=O	0	25	3	31	12
2	COC(=O)[C@@H]1CCCN1C(=O)CCc1nnc(CCC2CCCCC2)o1	-14	-6	-4	-43	0
3	Cc1ccc(NC(=O)c2c(O)c3ccccc3n(C)c2=O)nc1	-5	-9	4	15	9
4	CCOc1ccc(S(=O)(=O)Nc2ccccc2SC)cc1	-11	-5	-2	-42	-9
5	COc1ccc(C)cc1NC(=O)C1CC(=O)OC12CCCCC2 (stereo not given)	1	12	6	65*	0
6	CCn1c(COc2ccc(C)cc2)nnc1SCc1ccc(C#N)cc1	-4	-9	2	18	-4
7	CCCCCCNc1cc2n(c(=O)n1)CCc1cc(OC)c(OC)cc1-2	-11	-15	11	-28	4
8	O=C(O)Cc1ccc(C(=O)c2ccc(Cl)cc2)s1	13	-7	11	23	0
9	CCn1cc(C(=O)N2CCc3ccccc32)c(=O)c2cc(S(=O)(=O)N3CCCC3)ccc21	-8	-11	-3	28	5
10	Cc1cc(C)nc(N2CCCC(C(=O)Nc3ccc4c(c3)OCO4)C2)n1 (stereo not given)	6	-15	10	2	-21
11	Cc1ccc(-c2cc(Cc3ccccc3)c(=O)[nH]n2)cc1	-6	-4	·	42	-23
12	CCc1cccc2c(C(=S)N3CCCC3)c[nH]c12	-5	13	0	-26	10
13	CCOC(=O)Cc1csc(NS(=O)(=O)c2ccccc2)n1	-19	-3	7	-6	6
14	CC(C)CCOc1ccc(C(=O)O)cc1	2	-23	6	13	-5
15	O=C(NNS(=O)(=O)c1ccc(F)cc1F)c1csc(-c2cccnc2)n1	-12	15	·	25	4

no.	EP2 antag	eIF4E-4G inh	S1P4 agonist	p97 inhibitor
1	5	-5	1.1	2
2	14	-2	1.0	-6
3	9	1	-0.5	3
4	6	-9	-1.7	-3
5	10	-5	2.0	-6
6	8	-1[fluorescence artefact?]	-2.0	0
7	9	-10	0.6	4
8	22	0	-2.7	-3
9	6	2[fluorescence artefact?]	2.2	3
10	7	3	-0.3	-3
11	6	-1	1.2	-2
12	8	0	1.9	5
13	12	8	0.8	-4
14	4	-4	2.5	2
15	7	1	1.8	6

# Reformatted with bars between the fields: entries from further up
cpd | SMILES | S1P4 antagonist | NPY-Y1 PAM-ag | NPY-Y1 antag | EP2 modulator | NPY-Y2 PAM-ag | EP2 antag | eIF4E-4G inh | S1P4 agonist | p97 inhibitor
6 | CCn1c(COc2ccc(C)cc2)nnc1SCc1ccc(C#N)cc1 | -4 | -9 | 2 | 18 | -4 | 8 | -1[fluorescence artefact?] | -2.0 | 0
7 | CCCCCCNc1cc2n(c(=O)n1)CCc1cc(OC)c(OC)cc1-2 | -11 | -15 | 11 | -28 | 4 | 9 | -10 | 0.6 | 4
8 | O=C(O)Cc1ccc(C(=O)c2ccc(Cl)cc2)s1 | 13 | -7 | 11 | 23 | 0 | 22 | 0 | -2.7 | -3
9 | CCn1cc(C(=O)N2CCc3ccccc32)c(=O)c2cc(S(=O)(=O)N3CCCC3)ccc21 | -8 | -11 | -3 | 28 | 5 | 6 | 2[fluorescence artefact?] | 2.2 | 3

# The results go on:
no.	SMILES	S1P4 antagonist	NPY-Y1 PAM-ag	NPY-Y1 antag	EP2 modulator	NPY-Y2 PAM-ag
16	Cc1oc2c(c1C(=O)c1ccccc1)C(=O)C(=O)c1ccccc1-2	-9	14	1	-44	22
17	CCCCCC(=O)N1CC2(CC)CN(C(=O)CCCCC)CC(CC)(C1)C2=O	-4	23	·	18	15
18	CCSc1ccccc1C(=O)Nc1cccnc1	-8	-3	-1	19	2
19	Cc1ccc(S(=O)(=O)N2CCc3ccccc3C2CC(=O)O)cc1 (stereo not given)	9	12	·	12	-45
20	CC12CN3CC(C)(CN(C1)C3c1ccccc1F)C2 (stereo not given)	3	8	·	5	-3
21	CCN1CCCC1CNS(=O)(=O)c1cccc(C(F)(F)F)c1 (stereo not given)	0	8	-3	-4	4
22	O=C(NCC1CCCO1)c1c(O)c2cccc3c2n(c1=O)CC3 (stereo not given)	-2	-5	-7	13	1
23	CCn1nnnc1-c1ccc(OC)c(S(=O)(=O)Nc2ccc(C)c(C)c2)c1	5	10	-4	-95	5
24	c1ccc(-c2csc(N3CCOCC3)n2)cc1	8	-4	5	-26	-7
25	COc1ccccc1C1CN(c2ccc(F)cc2F)N=C1c1cccs1 (stereo not given)	-23	8	-1	53	-7
26	O=C(O)/C=C\C(=O)NNC(=O)c1cc(-c2ccccc2)n[nH]1	14	-7	·	22	-24
27	CCOc1ncccc1C(=O)OCC(=O)c1cc(OC)c(OC)c(OC)c1	-6	18	·	4	-2
28	CCOc1ccc(NC(=O)NNC(=O)c2ccc(CC)s2)cc1	5	5	0	7	-13
29	Oc1ccc(N=Cc2c(O)ccc3ccccc23)cc1	-4	25	·	-11	5
30	O=C(Cc1ccccc1)Nc1cccc(C(=O)N/N=C/c2ccco2)c1	-7	9	2	-52	1

no.	EP2 antag	eIF4E-4G inh	S1P4 agonist	p97 inhibitor
16	57*	-2[fluorescence artefact?]	2.2	31*
17	5	2	0.3	1
18	7	0	0.9	7
19	7	1	26*	-3
20	11	-4	-0.8	4
21	9	10	-0.1	3
22	10	-7	-0.5	-6
23	·	0	0.9	-1
24	2	1	-1.9	-3
25	21	9	7.3	-8
26	11	2	-0.9	5
27	3	-8	0.8	3
28	4	1	-0.2	4
29	4	-8	-0.7	10
30	6	0	1.3	3

# Later entries
no.	SMILES	S1P4 antagonist	NPY-Y1 PAM-ag	NPY-Y1 antag	EP2 modulator	NPY-Y2 PAM-ag
31	CN(C)c1cccc(C(=O)Nc2ccc(N3CCOCC3)cc2)c1	-22	-18	3	-3	-10
32	CCn1cnc2c1c(=O)n(CC(=O)N1CCc3ccccc31)c(=O)n2Cc1ccccc1	-11	-9	2	25	4
33	COc1ccccc1N1CCN(C(=O)CSc2nc3ccccc3[nH]2)CC1	-13	-37	5	8	-26
34	NC(=O)C(C(=O)/C=C/c1ccc(Cl)cc1)=C1SCCS1	-15	9	·	-2	6
35	COc1cc2c(cc1OC)C(c1cccs1)N(C(=O)c1ccncc1)CC2 (stereo not given)	-19	12	2	28	-19
36	COCCNC(=O)c1ccccc1-c1nc(-c2ccccc2Cl)no1	-10	4	-2	-14	-7
37	CCNc1cc2n(c(=O)n1)CCc1cc(OC)c(OC)cc1-2	-13	12	4	10	5
38	COc1ccc2cc(CCN3C(=O)c4ccccc4C3=O)c(=O)[nH]c2c1	-1	-18	1	31	16
39	Cc1ccc(NC(=O)/C=C/c2ccc([N+](=O)[O-])s2)cc1	-17	-2	-2	-2	-5
40	O=C(NC(=O)N1CCN(c2ccc([N+](=O)[O-])cn2)CC1)c1c(Cl)cccc1Cl	2	17	·	6	-8
41	O=C(NC1CCCCCCC1)c1ccc2c(c1)OCO2	7	-4	9	-20	4
42	Cc1cc(OCCOc2cccc3cccnc23)c(C)cc1Cl	4	-3	6	-19	0
43	CN1CCN(P(=O)(c2ccccc2)c2nc3ccccc3s2)CC1 (stereo not given)	-8	-3	-3	22	16
44	Cc1ccc(NC(=O)Nc2ncnc3nc[nH]c23)cc1	9	10	·	-34	-11
45	Cc1nn(-c2ccccc2)c(C)c1NC(=O)COc1ccc(Cl)cc1Cl	-17	-7	3	-57	-1

no.	EP2 antag	eIF4E-4G inh	S1P4 agonist	p97 inhibitor
31	10	-3	-0.3	-1
32	12	-3[fluorescence artefact?]	-0.4	3
33	11	-6[fluorescence artefact?]	1.6	0
34	5	-5	0.9	8
35	5	4	0.6	1
36	13	-3	0.1	0
37	4	-5[fluorescence artefact?]	-2.3	6
38	12	9	0.4	5
39	5	-9	1.7	5
40	10	-3	2.3	6
41	5	32*	0.9	-2
42	7	2	-4.6	4
43	11	-4	0.8	-1
44	11	-6	0.8	0
45	6	-1	-0.6	-5

# Quoted at random: 4 records from the list
no.	SMILES	S1P4 antagonist	NPY-Y1 PAM-ag	NPY-Y1 antag	EP2 modulator	NPY-Y2 PAM-ag
44	Cc1ccc(NC(=O)Nc2ncnc3nc[nH]c23)cc1	9	10	·	-34	-11
45	Cc1nn(-c2ccccc2)c(C)c1NC(=O)COc1ccc(Cl)cc1Cl	-17	-7	3	-57	-1
33	COc1ccccc1N1CCN(C(=O)CSc2nc3ccccc3[nH]2)CC1	-13	-37	5	8	-26
41	O=C(NC1CCCCCCC1)c1ccc2c(c1)OCO2	7	-4	9	-20	4

no.	EP2 antag	eIF4E-4G inh	S1P4 agonist	p97 inhibitor
44	11	-6	0.8	0
45	6	-1	-0.6	-5
33	11	-6[fluorescence artefact?]	1.6	0
41	5	32*	0.9	-2

# (cont.)
no.	SMILES	S1P4 antagonist	NPY-Y1 PAM-ag	NPY-Y1 antag	EP2 modulator	NPY-Y2 PAM-ag
46	COc1ccccc1S(=O)(=O)Cc1ccc(C(=O)NCc2cccs2)o1	13	-15	10	-14	-4
47	CC(C)CN(C(=O)CN1CCN(S(=O)(=O)c2ccccc2)CC1)c1c(N)n(CC(C)C)c(=O)[nH]c1=O	13	1	0	48	4
48	Cc1cccc(C)c1N1CCN(c2ccc3nnc(C(F)(F)F)n3n2)CC1	-4	10	2	70*	5
49	COc1ccc(C2SCCN2S(=O)(=O)c2ccc(F)cc2)cc1OC (stereo not given)	-14	27	9	16	5
50	O=C(NNC(=O)c1ccc[nH]1)Nc1cccc(C(F)(F)F)c1	-8	9	·	-17	-29
51	CCS(=O)(=O)N1CCN(CC(=O)NC2CCCCC2)CC1	15	1	-5	11	-13
52	S=C1NCN(Cc2cccnc2)CN1Cc1ccccc1	7	10	·	-8	-5
53	CC(=O)N(C(C)=O)c1cccc2c(N(C(C)=O)C(C)=O)cccc12	-8	-12	-3	52	-6
54	Cn1c(N)c(S(=O)(=O)N2CCN(c3ccccc3)CC2)c(=O)n(C)c1=O	-6	7	4	4	-12
55	COc1ccc(CCn2c(N)c(C(=O)NCc3ccco3)c3nc4ccccc4nc32)cc1OC	-4	-26	-7	11	-2
56	Cc1ccccc1-n1nc(-c2cccnc2)cc1C(=O)N/N=C/c1ccncc1	-18	-9	3	4	-4
57	O=C(CCN1CCN(c2ccccc2)CC1)NNC(=O)c1cccc2ccccc12	-132	12	3	17	-9
58	O=S(=O)(c1cccs1)N1CCN(CC(O)COc2cccc(Br)c2)CC1 (stereo not given)	20	6	-4	-14	0
59	CCC(C(=O)NCc1ccccc1OC)n1nc(C)n2c(cc3occc32)c1=O (stereo not given)	5	-8	6	13	-20
60	CSc1nc2ccc(NS(=O)(=O)c3ccc([N+](=O)[O-])cc3)cc2s1	-12	-11	·	-57	-8

no.	EP2 antag	eIF4E-4G inh	S1P4 agonist	p97 inhibitor
46	3	3	-1.8	-2
47	5	-1[fluorescence artefact?]	2.5	4
48	4	-13	-3.2	0
49	7	9	-2.1	5
50	9	2	3.2	10
51	1	-1	1.4	-1
52	6	1	-0.4	2
53	6	-3[fluorescence artefact?]	1.9	4
54	15	-1	-0.5	5
55	13	0	2.1	4
56	15	-3	1.1	-3
57	2	5[fluorescence artefact?]	0.8	-1
58	6	3	0.9	0
59	5	-4	3.4	0
60	22	4	0.3	8

# Source: PubChem BioAssay

# Not all compounds are listed; rates above refer to the full screens.
